Screens (PubChem BioAssay)
MEKK2mut PB1 HTS = signal of MEK5 binding to mutant human MEKK2 PB1 domain. AID 1530. bead flow cytometry, Alexa488-MEK5 binding to MEKK2 mutant. percent response, % at 10 µM. 290,000 compounds, 0.35% hits; in the data active = percent response above about 24%, passing the limit was not always enough; also: inactives centre near 1; some results filed as inactive read as strong as hits
NALP1 inh = blocks the NALP1 inflammasome reconstituted in yeast; S. cerevisiae NALP1/ASC/caspase-1 growth, X-gal OD620, 72 h; inhibition, % at 10 µM; 280,000 compounds, 0.61% hits; in the data active = inhibition mostly above about 24%, no sharp cut-off; inactive = mostly below about 32%; also: some compounds called inactive have numbers as strong as hits
MEKK2wt PB1 HTS = raises or lowers MEK5 binding to wildtype human MEKK2 PB1 domain; 290,000 compounds, 1.1% hits; bead flow cytometry, Alexa488-MEK5 binding to MEKK2 WT; actives lie on both sides; binding response (% of control), % at 10 µM; AID 1531; in the data active = binding response below about 67% or above about 130%
OXTR potentiator = human OXTR potentiation; P30559; CHO-OTR cells, Fluo-8 calcium fluorescence, potentiator mode; 0% = oxytocin EC15, 100% = EC100; activation, % at 3 µM; 320,000 compounds, 0.061% hits; AID 2445;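 active = activation above that plate's cutoff, the mean activation of tested compounds plus 3 SD, cut at about 6.6% in these data, passing the limit was not always enough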;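 also: 100% uses oxytocin at 75 nM as the full agonist control; some results filed as inactive read as strong as hits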
Target sequence (P30559 whole entry, looked up): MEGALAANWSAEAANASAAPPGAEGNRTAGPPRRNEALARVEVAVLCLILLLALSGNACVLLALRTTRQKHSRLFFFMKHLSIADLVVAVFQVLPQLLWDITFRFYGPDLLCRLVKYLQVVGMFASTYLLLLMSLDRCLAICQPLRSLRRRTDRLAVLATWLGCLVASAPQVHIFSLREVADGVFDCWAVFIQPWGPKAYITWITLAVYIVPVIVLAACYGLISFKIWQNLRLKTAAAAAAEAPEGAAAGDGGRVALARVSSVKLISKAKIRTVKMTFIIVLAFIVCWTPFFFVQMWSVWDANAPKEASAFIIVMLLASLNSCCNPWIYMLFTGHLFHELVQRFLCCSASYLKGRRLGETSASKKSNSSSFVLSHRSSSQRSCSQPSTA
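Assay system: CHO cell line stably expressing human OTR | Also added: Oxytocin at about EC15, sub-maximal agonist stimulus | Times: Compound 6 min at room temperature before oxytocin, 100 s read | Measured by: Fluo-8 intracellular calcium fluorescence, ex 470-495, em 515-575 nm | Controls: EC15 oxytocin alone as 0%, 75 nM oxytocin as 100%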
OXTR ag = human OXTR agonism; P30559; activation, % at 3 µM; CHO-OTR cells, Fluo-8 calcium fluorescence; normalized: DMSO 0%, oxytocin 100%; AID 2435; 320,000 compounds, 0.32% hits;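 active = activation above the mean of all tested compounds plus 3 SD, cutoff set per screening run, cut at about 20% in these data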;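 also: peak over basal fluorescence ratio from a 100 s FLIPR kinetic read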
M18AAP inhibitor = PfM18AAP enzyme inhibition; recombinant PfM18AAP, H-Glu-NHMec fluorogenic cleavage; inhibition, % at 7.35 µM; 290,000 compounds, 1.2% hits; AID 1822;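 active = inhibition above the campaign mean inhibition over all tested compounds plus 3 SD, cut at about 28% in these data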;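 also: 0% = plate median of test compound wells and 100% = 2 mM ZnCl2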
GPR7 antag = blocks human GPR7 receptor signaling. P48145. GPR7-expressing cells, fluorescence antagonist assay. inhibition, % at 4.4 µM. 290,000 compounds, 1.1% hits. AID 1861; in the data active = inhibition above about 16%, passing the limit was not always enough;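 also: cells stimulated with the agonist NPW; 0% = agonist with vehicle and 100% = vehicle without agonist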
Target sequence (P48145 whole entry, looked up): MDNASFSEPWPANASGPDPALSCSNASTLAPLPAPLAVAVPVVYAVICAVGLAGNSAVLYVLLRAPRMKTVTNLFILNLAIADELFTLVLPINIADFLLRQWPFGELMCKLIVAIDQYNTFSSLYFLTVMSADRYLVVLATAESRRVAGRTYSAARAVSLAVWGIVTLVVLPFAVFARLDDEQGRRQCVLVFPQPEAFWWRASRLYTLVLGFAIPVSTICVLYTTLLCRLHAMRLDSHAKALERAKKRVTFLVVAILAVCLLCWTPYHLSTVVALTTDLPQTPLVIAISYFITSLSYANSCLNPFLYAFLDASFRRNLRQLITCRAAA
GalR3 antag = antagonists of human GalR3. HEK293 GalR3-CNG cAMP membrane potential fluorescence; galR3 body fused to GalR1 C-terminus. 360,000 compounds, 0.44% hits. inhibition, % at 3 µM. O60755;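 active = inhibition above the screen-wide average plus 3 SD, cut at about 13% in these data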;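 also: forskolin and galanin both at EC90 stimulate the cells; cAMP rise reported by CNG channel membrane potential dye signal; 0% = forskolin plus galanin with DMSO and 100% = forskolin alone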
Target sequence (O60755 1-299 limits assumed): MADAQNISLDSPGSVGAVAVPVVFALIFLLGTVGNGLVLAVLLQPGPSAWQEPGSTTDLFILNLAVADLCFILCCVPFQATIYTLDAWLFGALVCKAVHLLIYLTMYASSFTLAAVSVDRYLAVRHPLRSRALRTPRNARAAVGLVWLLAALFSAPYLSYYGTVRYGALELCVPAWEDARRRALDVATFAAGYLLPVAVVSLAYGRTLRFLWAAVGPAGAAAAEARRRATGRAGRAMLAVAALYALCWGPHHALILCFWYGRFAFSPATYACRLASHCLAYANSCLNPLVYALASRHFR
V1R ag counter = V1a receptor agonism, counter-screen for OXTR agonists | CHO-V1R cells, Fluo-8 calcium fluorescence, agonist mode; 0% DMSO, 100% 3 nM vasopressin | P37288 | AID 2797 | 320,000 compounds, 0.25% hits | activation, % at 3 µM;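 active = activation above the mean activation of all tested compounds plus 3 SD, per screening run, cut at about 20% in these data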;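 also: signal is peak over basal fluorescence ratio across a 100 second FLIPR read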
Active calls of the source: *.

What do the screens show for `C/C=C/C=C/C(=O)Nc1cccc(C2=NOC3(C2)C[C@H](C(N)=O)N(C(=O)CC(c2ccccc2)c2ccccc2)C3)c1` (stereo partly specified)?
MEKK2mut PB1 HTS: 0; NALP1 inh: 11; MEKK2wt PB1 HTS: 100; OXTR potentiator: -7; OXTR ag: -0.6; V1R ag counter: 0.4

How did COc1ccc(/C(C)=N/NC(=O)CNC(=O)c2cccnc2)cc1 do in these assays?
MEKK2mut PB1 HTS: 9; NALP1 inh: 7; MEKK2wt PB1 HTS: 108; OXTR potentiator: -10; OXTR ag: -0.7; M18AAP inhibitor: 2; GPR7 antag: -17; GalR3 antag: -8; V1R ag counter: -0.3

What do the screens show for `Cc1cc(C)c2c(CC(=O)N(CCC#N)Cc3cccnc3)coc2c1`?
OXTR potentiator: 5; OXTR ag: 0.7; M18AAP inhibitor: -3; GPR7 antag: -10; GalR3 antag: 0; V1R ag counter: -0.2

How did COc1ccc(N2CC(C(=O)OC(C)C(=O)c3ccccc3)CC2=O)cc1 (stereo unspecified) do in these assays?
MEKK2mut PB1 HTS: -12; NALP1 inh: -10; MEKK2wt PB1 HTS: 82; OXTR potentiator: -6; OXTR ag: 1.1; M18AAP inhibitor: -2; GPR7 antag: 7; GalR3 antag: -4; V1R ag counter: -0.8

How did CCn1c(COc2cccc(C)c2)nnc1SCC(=O)NC1CCCC1 do in these assays?
MEKK2mut PB1 HTS: 4; NALP1 inh: -8; MEKK2wt PB1 HTS: 100; OXTR potentiator: -4; OXTR ag: 0.6; M18AAP inhibitor: 4; GPR7 antag: -7; GalR3 antag: -8; V1R ag counter: 0.5

What do the screens show for `C[C@H]1CC[C@]2(O[C@@H](CCO)C[C@H](O)[C@H]2O)O1`?
MEKK2mut PB1 HTS: -3; MEKK2wt PB1 HTS: 102; OXTR potentiator: 0; OXTR ag: 1.2; GalR3 antag: -6; V1R ag counter: 0.5

How did O=C(c1ccccc1)N1N=C(c2ccccc2)CC1c1ccccc1[N+](=O)[O-] (stereo unspecified) do in these assays?
MEKK2mut PB1 HTS: -1; NALP1 inh: 37; MEKK2wt PB1 HTS: 103; OXTR potentiator: -3; OXTR ag: -0.9; M18AAP inhibitor: 2; GPR7 antag: -11; GalR3 antag: -3; V1R ag counter: -0.2

How did COCC(C)NS(=O)(=O)c1ccc(NC(=O)c2ccccn2)cc1 (stereo unspecified) do in these assays?
MEKK2mut PB1 HTS: 4; MEKK2wt PB1 HTS: 92; OXTR potentiator: 2; OXTR ag: 4.8; M18AAP inhibitor: -5; GPR7 antag: 1; GalR3 antag: -5; V1R ag counter: 1.6

What do the screens show for `O=C(c1ccccc1)c1ccc2nc[nH]c2c1`?
MEKK2mut PB1 HTS: 2; NALP1 inh: 32; MEKK2wt PB1 HTS: 99; OXTR potentiator: -3; OXTR ag: -0.4; M18AAP inhibitor: -5; GPR7 antag: 0; GalR3 antag: 0; V1R ag counter: 0.3

How did Cc1ccc(CNC(=O)N2CCN(S(=O)(=O)c3ccccc3)CC2)cc1 do in these assays?
MEKK2mut PB1 HTS: 1; NALP1 inh: 5; MEKK2wt PB1 HTS: 104; OXTR potentiator: -6; OXTR ag: -1.6; M18AAP inhibitor: 1; GPR7 antag: -6; GalR3 antag: -8; V1R ag counter: 1.2

Results for O=C(COC(=O)c1ccc(F)c(S(=O)(=O)N2CCCCC2)c1)NCc1ccc(F)cc1 ?
MEKK2mut PB1 HTS: -6; NALP1 inh: 14; MEKK2wt PB1 HTS: 92; OXTR potentiator: -3; OXTR ag: 0.7; M18AAP inhibitor: 4; GPR7 antag: 1; GalR3 antag: 3; V1R ag counter: 2.4

What do the screens show for `COc1ccc(CCNC(=O)COC(=O)Cc2ccccc2[N+](=O)[O-])cc1`?
OXTR potentiator: -7; OXTR ag: 0.7; GalR3 antag: -1; V1R ag counter: 0.6

Results for CCc1ccccc1OCC(=O)NNCC(=O)Nc1cccc(C#N)c1 ?
OXTR potentiator: -9; OXTR ag: 4.1; GalR3 antag: 0; V1R ag counter: 3.3

How did Cc1onc(-c2ccccc2)c1C(=O)NC(=S)NNC(=O)c1ccncc1 do in these assays?
MEKK2mut PB1 HTS: 1; NALP1 inh: 27; MEKK2wt PB1 HTS: 107; OXTR potentiator: -5; OXTR ag: -1.9; M18AAP inhibitor: 10; GPR7 antag: -12; GalR3 antag: 0; V1R ag counter: 1.1

What do the screens show for `Cn1c(=O)c2c(ncn2CC(=O)N/N=C/C=C/c2ccccc2)n(C)c1=O`?
MEKK2mut PB1 HTS: 2; NALP1 inh: 9; MEKK2wt PB1 HTS: 98; OXTR potentiator: -6; OXTR ag: -0.5; M18AAP inhibitor: 2; GPR7 antag: -2; GalR3 antag: -3; V1R ag counter: 0.0

Results for C=C(C)C(=O)Nc1cccc(C2=NOC3(C2)C[C@@H](C(N)=O)N(C(=O)/C=C/CC)C3)c1 (stereo partly specified) ?
MEKK2mut PB1 HTS: -3; NALP1 inh: 15; MEKK2wt PB1 HTS: 99; OXTR potentiator: 4; OXTR ag: -1.0; GalR3 antag: -2; V1R ag counter: -0.3

What do the screens show for `O=C(CCn1c(=S)[nH]c2cc3c(cc2c1=O)OCO3)NCc1ccc(Cl)cc1`?
MEKK2mut PB1 HTS: -5; NALP1 inh: 3; MEKK2wt PB1 HTS: 99; OXTR potentiator: -8; OXTR ag: -0.7; M18AAP inhibitor: -5; GPR7 antag: -9; GalR3 antag: -1; V1R ag counter: 0.3

How did CC1=NC(C)Cc2ccccc21 (stereo unspecified) do in these assays?
MEKK2mut PB1 HTS: 15; NALP1 inh: 16; MEKK2wt PB1 HTS: 104; OXTR potentiator: -5; OXTR ag: 1.3; M18AAP inhibitor: 2; GPR7 antag: 5; GalR3 antag: 5; V1R ag counter: 1.8

How did O=C1CCC(=O)N1c1ccc(NCCc2cccc(F)c2)c([N+](=O)[O-])c1 do in these assays?
MEKK2mut PB1 HTS: -1; NALP1 inh: -2; MEKK2wt PB1 HTS: 104; OXTR potentiator: -15; OXTR ag: 0.8; M18AAP inhibitor: 5; GPR7 antag: -17; GalR3 antag: -5; V1R ag counter: 0.9

What do the screens show for `COC(=O)c1sccc1NC(=S)Nc1cccc(F)c1`?
MEKK2mut PB1 HTS: -18; NALP1 inh: -6; MEKK2wt PB1 HTS: 95; OXTR potentiator: -6; OXTR ag: 0.6; M18AAP inhibitor: -3; GPR7 antag: -13; GalR3 antag: -3; V1R ag counter: -1.9

What do the screens show for `COc1ccc(-c2nnc(SCC#CCO)o2)cc1OC`?
MEKK2mut PB1 HTS: 2; NALP1 inh: 38; MEKK2wt PB1 HTS: 103; OXTR potentiator: -6; OXTR ag: 0.2; M18AAP inhibitor: -8; GPR7 antag: -3; GalR3 antag: -2; V1R ag counter: 0.7

Results for COc1ccc(CNC(=S)NC2CCCCC2)cc1 ?
MEKK2mut PB1 HTS: 4; NALP1 inh: -2; MEKK2wt PB1 HTS: 107; OXTR potentiator: -10; OXTR ag: -0.9; M18AAP inhibitor: -5; GPR7 antag: -13; GalR3 antag: -1; V1R ag counter: -0.2

What do the screens show for `COc1ccc(OC)c(S(=O)(=O)N(C)CC(=O)Nc2ccc3c(c2)OCCO3)c1`?
MEKK2mut PB1 HTS: 3; MEKK2wt PB1 HTS: 105; OXTR potentiator: -14; OXTR ag: 5.5; M18AAP inhibitor: 3; GPR7 antag: -12; GalR3 antag: -3; V1R ag counter: 5.1

Results for COC(=O)CC1=NN(c2nc(C)cc(C)n2)C(=O)C1 ?
MEKK2mut PB1 HTS: -7; NALP1 inh: 8; MEKK2wt PB1 HTS: 89; OXTR potentiator: -2; OXTR ag: 2.0; M18AAP inhibitor: 13; GPR7 antag: -14; GalR3 antag: -2; V1R ag counter: 0.5

How did Cc1c(C(=O)Nc2c(C)n(C)n(-c3ccccc3)c2=O)oc2ccc(Cl)cc12 do in these assays?
MEKK2mut PB1 HTS: 8; NALP1 inh: 3; MEKK2wt PB1 HTS: 104; OXTR potentiator: -3; OXTR ag: -0.8; M18AAP inhibitor: 1; GPR7 antag: -17; GalR3 antag: -4; V1R ag counter: -0.5

How did Cc1ccc(NC(=O)COC(=O)C2=NN(c3ccccc3)C(=O)CC2)c(Br)c1 do in these assays?
OXTR potentiator: -4; OXTR ag: -0.3; GalR3 antag: -7; V1R ag counter: 0.0

What do the screens show for `Cc1cc(NC(=O)C(=O)c2cn(C)c3ccccc23)no1`?
MEKK2mut PB1 HTS: -9; NALP1 inh: 13; MEKK2wt PB1 HTS: 96; OXTR potentiator: -16; OXTR ag: -1.9; M18AAP inhibitor: -6; GPR7 antag: -15; GalR3 antag: 3; V1R ag counter: -1.2

Results for COc1ccc(/C=C2\CCCc3c2nc2ccccc2c3C(=O)OCC(=O)c2c(N)n(C)c(=O)n(C)c2=O)cc1 ?
MEKK2mut PB1 HTS: 1; NALP1 inh: 23; MEKK2wt PB1 HTS: 93; OXTR potentiator: -12; OXTR ag: 3.3; M18AAP inhibitor: 19; GPR7 antag: -16; V1R ag counter: 7.4

What do the screens show for `CC(C)C(=O)Nc1ccc(Cl)cc1-c1nc2ccccc2[nH]c1=O`?
MEKK2mut PB1 HTS: 9; NALP1 inh: 22; MEKK2wt PB1 HTS: 106; OXTR potentiator: 6; OXTR ag: -2.3; M18AAP inhibitor: 3; GPR7 antag: -13; GalR3 antag: -2; V1R ag counter: -0.9

Results for O=C(CSc1nnc(-c2ccccc2F)o1)N1CCNC1=O ?
OXTR potentiator: -3; OXTR ag: 1.9; GalR3 antag: -3; V1R ag counter: 0.9

Results for COC(=O)Nc1ncc(CN2CCC(c3ccccc3)CC2)s1 ?
MEKK2mut PB1 HTS: 7; NALP1 inh: -48; MEKK2wt PB1 HTS: 93; OXTR potentiator: 5; OXTR ag: 0.6; M18AAP inhibitor: 0; GPR7 antag: -3; GalR3 antag: -1; V1R ag counter: 0.4

Four neighbouring records from above, for reference:
How did Cc1c(C(=O)Nc2c(C)n(C)n(-c3ccccc3)c2=O)oc2ccc(Cl)cc12 do in these assays?
MEKK2mut PB1 HTS: 8; NALP1 inh: 3; MEKK2wt PB1 HTS: 104; OXTR potentiator: -3; OXTR ag: -0.8; M18AAP inhibitor: 1; GPR7 antag: -17; GalR3 antag: -4; V1R ag counter: -0.5

How did Cc1ccc(NC(=O)COC(=O)C2=NN(c3ccccc3)C(=O)CC2)c(Br)c1 do in these assays?
OXTR potentiator: -4; OXTR ag: -0.3; GalR3 antag: -7; V1R ag counter: 0.0

What do the screens show for `Cc1cc(NC(=O)C(=O)c2cn(C)c3ccccc23)no1`?
MEKK2mut PB1 HTS: -9; NALP1 inh: 13; MEKK2wt PB1 HTS: 96; OXTR potentiator: -16; OXTR ag: -1.9; M18AAP inhibitor: -6; GPR7 antag: -15; GalR3 antag: 3; V1R ag counter: -1.2

Results for COc1ccc(/C=C2\CCCc3c2nc2ccccc2c3C(=O)OCC(=O)c2c(N)n(C)c(=O)n(C)c2=O)cc1 ?
MEKK2mut PB1 HTS: 1; NALP1 inh: 23; MEKK2wt PB1 HTS: 93; OXTR potentiator: -12; OXTR ag: 3.3; M18AAP inhibitor: 19; GPR7 antag: -16; V1R ag counter: 7.4
